POLH inh – DNA polymerase eta (human) inhibition. Q9Y253. recombinant Pol eta, fluorescent DNA replication assay. Potency, µM (doses to about 114 µM), for inactives: at the top dose activity change, negative = inhibition, most hits filed as inhibitors. 390,000 tested, 1.2% active; note: potency is the fitted concentration of half-maximal effect; % is set by controls: 0 for no effect and ±100 for the full control effect
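Pol eta at 10 nM preincubated with compounds 15 min at room temperature; reaction started with fluorescent substrate (50 nM final) and read kinetically at 0 and 10 min.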
Glioma ERSR ind – inducers of ER stress response in human glioma cells | 420,000 tested, 0.02% active | U87-MG GRP78 promoter luciferase reporter, 16 h | Potency, µM, for the others: top-dose activation, hits mostly activators; note: potency is the fitted concentration of half-maximal effect; series mostly up to about 76 µM; % of control where 0% means no effect; nearly all actives have a fitted effect of over 35% in size
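Stably transfected U87-MG glioma cells carrying a GRP78-based luciferase sensor; 16 h compound incubation. Luminescence end-point read 10 min after Bright-Glo addition at room temperature.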
Pol iota inh – inhibitors of human DNA polymerase iota; Q9UNA4; Pol iota fluorescent replication assay, 10 min; Potency, µM (doses to about 115 µM), for inactives: at the top dose activity, negative = inhibition, most hits filed as inhibitors; 390,000 tested, 1% active; AID 588590; note: potency is the fitted concentration of half-maximal effect
Target sequence (Q9UNA4 whole entry, looked up): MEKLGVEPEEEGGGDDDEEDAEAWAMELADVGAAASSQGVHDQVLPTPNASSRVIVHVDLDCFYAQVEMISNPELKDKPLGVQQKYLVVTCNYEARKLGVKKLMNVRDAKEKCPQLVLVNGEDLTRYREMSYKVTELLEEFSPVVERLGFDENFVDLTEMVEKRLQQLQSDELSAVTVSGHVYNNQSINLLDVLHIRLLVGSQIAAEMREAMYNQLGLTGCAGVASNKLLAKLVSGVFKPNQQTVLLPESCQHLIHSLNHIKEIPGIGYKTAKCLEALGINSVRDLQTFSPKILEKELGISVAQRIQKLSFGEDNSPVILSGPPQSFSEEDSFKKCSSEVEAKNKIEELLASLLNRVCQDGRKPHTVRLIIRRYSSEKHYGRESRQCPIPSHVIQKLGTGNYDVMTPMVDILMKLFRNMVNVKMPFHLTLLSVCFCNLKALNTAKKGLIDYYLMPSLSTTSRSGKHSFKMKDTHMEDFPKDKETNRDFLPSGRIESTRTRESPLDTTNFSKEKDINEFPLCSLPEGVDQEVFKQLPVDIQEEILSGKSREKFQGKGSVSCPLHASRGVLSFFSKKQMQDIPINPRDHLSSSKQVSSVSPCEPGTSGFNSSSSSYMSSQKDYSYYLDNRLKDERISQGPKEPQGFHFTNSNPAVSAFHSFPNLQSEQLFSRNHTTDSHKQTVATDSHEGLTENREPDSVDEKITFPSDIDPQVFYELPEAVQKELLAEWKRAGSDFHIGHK
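Pol iota at 10 nM preincubated 15 min with compounds at room temperature; reaction started with fluorescent substrate, 50 nM final. Fluorescence read kinetically at 0 and 10 min; buffer-only wells as negative control.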
BLM inh – blocks DNA unwinding by human BLM helicase. P54132. recombinant BLM DNA unwinding, fluorescence dequenching. 350,000 tested, 0.2% active. Potency, µM (highest dose often 56.1 µM), without a hit: at the highest dose activity change, negative = inhibition, hits mostly inhibitors;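 note: potency is the fitted concentration of half-maximal effect; plate controls were vehicle for no effect and no enzyme for full effect; nearly all actives have a fitted effect of over 35% in size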
LDHA inh – inhibitors of human lactate dehydrogenase A; P00338; purified LDHA, NADH/diaphorase-resazurin fluorescence; hits give low values; activity change, % (values are at about 110 or 230 µM); 480,000 tested, 0.15% active; AID 1347041; in the data active = activity change below about -30%; inconclusive = mostly about -25% to -30%;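 note: plate controls were DMSO wells for no effect and wells without enzyme for full effect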
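LDH5 2 nM; NADH 0.06 mM, pyruvate 0.2 mM; 200 mM Tris pH 7.4, EDTA, Tween-20; 5 min RT. Detection: diaphorase 0.133 mg/mL + resazurin 37 µM, fluorescence ex540/em590 at 0 and 20 min; normalized to enzyme-free and DMSO wells.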
POLB inh – blocks human DNA polymerase beta activity; Pol beta primer extension/strand displacement, fluorescence kinetic; Potency, µM (titrated, usually from 114 µM), for inactives: at the highest dose activity change, negative = inhibition, hits mostly inhibitors; 340,000 tested, 1.3% active; note: potency is the fitted concentration of half-maximal effect; % is set by controls: 0 for no effect and ±100 for the full control effect
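Human Pol beta at 10 nM; strand-displacement substrate 50 nM final. Compound exposure 15 min at room temperature before start, reaction 10 min at room temperature.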
APEX1 inh – inhibitors of human APE1 endonuclease; P27695; recombinant APE1, TAMRA/BHQ-2 abasic DNA cleavage fluorescence; Potency, µM (titrated, usually from 65.8 µM), for inactives: top-dose activity change, negative = inhibition, hits mostly inhibitors; 350,000 tested, 0.35% active; AID 2517;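 note: potency is the fitted concentration of half-maximal effect; plate controls were vehicle for no effect and reference inhibitor for full effect; nearly all actives have a fitted effect of over 55% in size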
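APE1 at 0.75 nM final was preincubated with compound 15 min at room temperature, then 50 nM double-stranded THF abasic-site substrate (5'-TAMRA/3'-BHQ-2) was added. Fluorescence (ex 525/em 598 nm) was read kinetically; third-minus-first read gave activity.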
Apoferritin bind – candidate novel general anesthetic via apoferritin binding | Potency, µM (titrated, usually from 77.5 µM), for the others: top-dose activity change, negative = displacement, most hits filed as inhibitors | AID 485281 | apoferritin/1-aminoanthracene competitive binding, fluorescence | 350,000 tested, 0.074% active | P02791; note: potency is the fitted concentration of half-maximal effect; % is set by controls: 0 for no effect and ±100 for the full control effect; nearly all actives have a fitted effect of over 20% in size
Target sequence (P02791 2-175 limits assumed): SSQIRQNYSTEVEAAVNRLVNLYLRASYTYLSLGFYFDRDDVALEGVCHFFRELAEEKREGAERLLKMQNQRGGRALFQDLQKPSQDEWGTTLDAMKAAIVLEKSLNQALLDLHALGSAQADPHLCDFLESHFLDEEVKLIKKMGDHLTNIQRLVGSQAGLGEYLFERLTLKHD
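Apoferritin-based anesthetic binding model; compound displacement of fluorescent 1-AMA measured as endpoint fluorescence after 10 minutes at room temperature, scaled to free-ligand and complex controls.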
Pol kappa inh – inhibitors of human DNA polymerase kappa; purified Pol kappa, fluorescent DNA synthesis assay, 10 min; Potency, µM (top dose mostly 107 µM), for the others: at the top dose activity, negative = inhibition, most hits filed as inhibitors; 400,000 tested, 0.53% active; AID 588579; note: potency is the fitted concentration of half-maximal effect; % is set by controls: 0 for no effect and ±100 for the full control effect
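Inhibition of 10 nM Pol kappa is measured by a fluorescent read-out at 0 and 10 min following addition of 50 nM substrate (final), with a 15-min room-temperature compound preincubation.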
Starred values were filed as active, the others as inactive; & = joins results of further samples; [ ] = another dose, or the depositor's remark. Unless noted, calls come from the whole dose curve; as a rule, active = well fitted curve in the direction sought with a large enough effect; inconclusive = small, poorly fitted or top-dose-only effect, or another doubt; inactive = no such curve, though single readings can be large; an effect the other way counts as inactive or inconclusive. This is a subset, so the mix of outcomes need not match the whole.

`Cc1ccc(SCCN2CCC(C)CCC2=O)cc1` (stereo unspecified) gave POLH inh -10%, Glioma ERSR ind 0%&-2%, Pol iota inh 20%&28%, BLM inh -2%, LDHA inh 2, POLB inh 1%, APEX1 inh 24%, Apoferritin bind -14% and Pol kappa inh 4%&-15%.
`CCOc1ccc(NC(=O)N(C2CCCCC2)C2CCN(C(C)=O)CC2)cc1` gave POLH inh -18%, Glioma ERSR ind 2%, Pol iota inh 30%[activator], LDHA inh 0 and Pol kappa inh 4%.
Screening C/C(Cl)=C/CN1C(=O)C2C3C=CC(C3)C2C1=O (stereo unspecified) returned POLH inh 2%, Glioma ERSR ind -4%, Pol iota inh 23%, BLM inh -2%, LDHA inh -5, POLB inh -1%, APEX1 inh -3%, Apoferritin bind -16% and Pol kappa inh -9%.
Cc1ccc(C2=[N+]([O-])C3(CCCCC/C3=N\NC(N)=S)N(O)C2(C)C)o1 (stereo unspecified) was read as BLM inh 2%, POLB inh -10%, APEX1 inh 0% and Apoferritin bind 0%.
COCCCNC(=O)c1cccc(C(=O)NCCCOC)c1 was read as POLH inh 0%, Glioma ERSR ind 2%, Pol iota inh -14%[58.9 µM], BLM inh 0%, LDHA inh -11, POLB inh 0%, APEX1 inh -6%, Apoferritin bind -15% and Pol kappa inh -18%.
`Cc1cc(C)c2c(N)c(C(=O)c3cccc(Cl)c3)sc2n1` gave POLH inh inconclusive, Glioma ERSR ind -2%, Pol iota inh 3%, BLM inh 0%, LDHA inh -4, POLB inh 2%, APEX1 inh -3%, Apoferritin bind -4% and Pol kappa inh 8%.
`CC(=O)c1ccc(N2CCN(C(=O)CCn3cnc4onc(-c5ccc(F)cc5)c4c3=O)CC2)cc1` gave POLH inh -16%, Glioma ERSR ind -2%, Pol iota inh -22%, BLM inh -2%, LDHA inh 1, POLB inh 1%, Apoferritin bind -2% and Pol kappa inh -7%.
CCC(NC(=O)c1cc(COc2ccc(OC)cc2Cl)on1)c1ccncc1 (stereo unspecified) was read as POLH inh -12%, Glioma ERSR ind 3%, Pol iota inh 20%, BLM inh -5%, LDHA inh 2, POLB inh 13%, APEX1 inh 6%, Apoferritin bind inconclusive and Pol kappa inh 0%.
For O=C(Cc1ccccc1)N/N=C/c1cc(Br)cc(Br)c1O the results were POLH inh -1%, Glioma ERSR ind -3%, Pol iota inh -4%, BLM inh -6%, LDHA inh 2, POLB inh 43%, APEX1 inh -15%, Apoferritin bind 4% and Pol kappa inh -20%.
For Cc1cc(N2CCCC2)nc(SCC(=O)c2ccccc2)n1 the results were POLH inh -8%, Glioma ERSR ind 5%, Pol iota inh 8%, BLM inh -1%, LDHA inh -11, POLB inh -25%, APEX1 inh 2%, Apoferritin bind -1% and Pol kappa inh -12%.

Two compounds picked at random from those above:
`CC(=O)c1ccc(N2CCN(C(=O)CCn3cnc4onc(-c5ccc(F)cc5)c4c3=O)CC2)cc1` gave POLH inh -16%, Glioma ERSR ind -2%, Pol iota inh -22%, BLM inh -2%, LDHA inh 1, POLB inh 1%, Apoferritin bind -2% and Pol kappa inh -7%.
CCC(NC(=O)c1cc(COc2ccc(OC)cc2Cl)on1)c1ccncc1 (stereo unspecified) was read as POLH inh -12%, Glioma ERSR ind 3%, Pol iota inh 20%, BLM inh -5%, LDHA inh 2, POLB inh 13%, APEX1 inh 6%, Apoferritin bind inconclusive and Pol kappa inh 0%.

Entries above that contain an aryl thioether with sulfur outside any ring, in the order listed:
`Cc1ccc(SCCN2CCC(C)CCC2=O)cc1` (stereo unspecified) gave POLH inh -10%, Glioma ERSR ind 0%&-2%, Pol iota inh 20%&28%, BLM inh -2%, LDHA inh 2, POLB inh 1%, APEX1 inh 24%, Apoferritin bind -14% and Pol kappa inh 4%&-15%.
For Cc1cc(N2CCCC2)nc(SCC(=O)c2ccccc2)n1 the results were POLH inh -8%, Glioma ERSR ind 5%, Pol iota inh 8%, BLM inh -1%, LDHA inh -11, POLB inh -25%, APEX1 inh 2%, Apoferritin bind -1% and Pol kappa inh -12%.

Additional records follow.
For NC(=O)C(=O)N/N=C/c1c[nH]c2ccc(Br)cc12 the results were POLH inh -25%, Glioma ERSR ind -4%, Pol iota inh 19%, BLM inh -5%, LDHA inh -14, POLB inh -1%, APEX1 inh -2%, Apoferritin bind -5% and Pol kappa inh -13%.
`COc1ccc(C(c2nnnn2CC2CCCO2)N2CCN(c3cccc(C)c3C)CC2)cc1` (stereo unspecified) gave POLH inh -28%, Glioma ERSR ind 0%, Pol iota inh inconclusive, BLM inh -10%, LDHA inh 0, POLB inh 4%, APEX1 inh -2%, Apoferritin bind -11% and Pol kappa inh -4%.
Screening Cc1cccc(C)c1NC(=O)C(=O)NCC1CCCN1S(=O)(=O)c1ccccc1 (stereo unspecified) returned POLH inh -3%, Glioma ERSR ind -2%, Pol iota inh -5%, LDHA inh -7, APEX1 inh 8% and Pol kappa inh -18%.
`N#CC(C#N)=NNc1ccc(S(=O)(=O)N2CCCC2)cc1` gave POLH inh -5%, Glioma ERSR ind 2%, Pol iota inh -5%, BLM inh -12%, LDHA inh -12, POLB inh -18%, APEX1 inh -6%, Apoferritin bind -22% and Pol kappa inh -21%.
`CN(C(=O)COC(=O)CN1C(=O)c2ccccc2C1=O)c1c(N)n(Cc2ccccc2)c(=O)[nH]c1=O` gave POLH inh -18%, Glioma ERSR ind -2%, Pol iota inh -14%, LDHA inh -10, APEX1 inh -3% and Pol kappa inh -9%.
For CCCOc1ccc(C(=O)NNC(=S)NC(=O)c2cc(-c3ccccc3)nc3ccccc23)cc1 the results were POLH inh -10%, Glioma ERSR ind inconclusive, Pol iota inh 26%, BLM inh -1%, LDHA inh -9, POLB inh 26%, APEX1 inh -4%, Apoferritin bind -7% and Pol kappa inh -5%.
Screening CCOc1ccc(-c2nc(N)ncc2Oc2cccc(OC)c2)c(O)c1 returned POLH inh -17%, Glioma ERSR ind -3%, Pol iota inh -5%, BLM inh -1%, LDHA inh 13&-2, POLB inh 2%, APEX1 inh inconclusive, Apoferritin bind 60%[activator] and Pol kappa inh -20%.
For Cc1ccc(OC(=O)C2CSC3(C)CCC(=O)N23)c(Br)c1 (stereo unspecified) the results were POLH inh -15%, Glioma ERSR ind 1%, Pol iota inh 4%, LDHA inh -4, APEX1 inh 0% and Pol kappa inh -19%.
For Cc1onc(-c2ccccc2)c1C(=O)Nc1ccc2c(c1)OCO2 the results were POLH inh -9%, Glioma ERSR ind 2%, Pol iota inh 40%[activator], BLM inh -3%, LDHA inh 7, POLB inh -22%, APEX1 inh 12%, Apoferritin bind -10% and Pol kappa inh -3%.
C=CCSC1=C(C#N)C(c2ccc(OCC)cc2)CC(=O)N1 (stereo unspecified) was read as POLH inh -15%, Glioma ERSR ind -5%, Pol iota inh -15%, BLM inh -1%, LDHA inh 0, POLB inh 38%, APEX1 inh -3%, Apoferritin bind -9% and Pol kappa inh 3%.
Screening N/C(=N\c1nc(CSc2ccccn2)cc(=O)[nH]1)Nc1ccc(Cl)cc1Cl returned POLH inh -10%, Glioma ERSR ind -1%, Pol iota inh 18%, BLM inh -3%, LDHA inh -5, POLB inh 3%, APEX1 inh 2%, Apoferritin bind -10% and Pol kappa inh -8%.
Screening Cc1cc2n(n1)SC(Nc1cc(Cl)ccc1Cl)N2 (stereo unspecified) returned POLH inh -17%, Glioma ERSR ind 10%, Pol iota inh -3%, BLM inh -2%, LDHA inh 6, POLB inh 6%, APEX1 inh 3%, Apoferritin bind 1% and Pol kappa inh -5%.
COc1ccc(C2C(C(C)=O)=C(O)C(=O)N2CCN(C)C)cc1OC (stereo unspecified) was read as BLM inh -1%, POLB inh 2%, APEX1 inh -1% and Apoferritin bind -8%.
Screening COc1cccc(C(=O)Nc2c(C(=O)Nc3ccc(F)cc3)oc3ccccc23)c1OC returned POLH inh -16%, Glioma ERSR ind 3%, Pol iota inh 44%[activator], BLM inh -1%, LDHA inh 4, POLB inh 3%, Apoferritin bind -8% and Pol kappa inh -3%.
Screening Oc1c(C(Nc2nccs2)c2ccc(C(F)(F)F)cc2)ccc2cccnc12 (stereo unspecified) returned POLH inh -2%, Glioma ERSR ind 1%, Pol iota inh 40%[activator], BLM inh -16%, LDHA inh 4, POLB inh -1%, APEX1 inh 9%, Apoferritin bind inconclusive and Pol kappa inh -18%.
Screening CCn1c(=O)cc(OCC(=O)NCCCN2CC(C)CC(C)C2)c2ccccc21 (stereo unspecified) returned POLH inh 0%, Glioma ERSR ind 9%, Pol iota inh 7%, BLM inh -4%, LDHA inh -9, POLB inh -16%, APEX1 inh 5%, Apoferritin bind -14% and Pol kappa inh -10%.
Screening COc1ccc(-c2oc3cccnc3c2C#CCO)cc1 returned POLH inh -23%, Glioma ERSR ind -4%, Pol iota inh inconclusive, BLM inh 5%, LDHA inh 0, POLB inh 1%, APEX1 inh 18%, Apoferritin bind -12% and Pol kappa inh 1%.
For Cc1cc([N+](=O)[O-])nn1CCCC(=O)N1CCN(c2ccccc2)CC1 the results were POLH inh -1%, Glioma ERSR ind -2%, Pol iota inh 31%[activator], BLM inh 1%, LDHA inh 1, POLB inh -10%, APEX1 inh 2%, Apoferritin bind 1% and Pol kappa inh 13%.
For Cc1ccc(NC(=O)c2ccc3nsnc3c2)c(C)c1 the results were POLH inh -3%, Glioma ERSR ind 5%, Pol iota inh -3%, BLM inh -1%, LDHA inh 2&-4, POLB inh 6%, APEX1 inh 0%, Apoferritin bind -3% and Pol kappa inh -19%.

Compounds above that contain a cyano group, in the order listed:
`N#CC(C#N)=NNc1ccc(S(=O)(=O)N2CCCC2)cc1` gave POLH inh -5%, Glioma ERSR ind 2%, Pol iota inh -5%, BLM inh -12%, LDHA inh -12, POLB inh -18%, APEX1 inh -6%, Apoferritin bind -22% and Pol kappa inh -21%.
C=CCSC1=C(C#N)C(c2ccc(OCC)cc2)CC(=O)N1 (stereo unspecified) was read as POLH inh -15%, Glioma ERSR ind -5%, Pol iota inh -15%, BLM inh -1%, LDHA inh 0, POLB inh 38%, APEX1 inh -3%, Apoferritin bind -9% and Pol kappa inh 3%.

High-throughput results: PubChem, National Center for Advancing Translational Sciences (NCATS)
